Bioassay records as filed in PubChem.
ATXN2 expr inh = reduces ATXN2 reporter expression in HEK-293 cells. HEK-293 ATXN2-luciferase reporter, luminescence, 24 h. hit rate 0.72% among 360,000. Potency, µM (highest dose often 57 µM), without a hit: at the highest dose activity change, negative = inhibition, usual class: inhibitors. AID 1745845; note: potency is the fitted concentration of half-maximal effect; % is set by controls: 0 for no effect and ±100 for the full control effect; nearly all actives have a fitted effect of over 55% in size
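ATXN2-luciferase reporter cells (luciferase flanked by upstream and downstream ATXN2 gene portions) were treated 24 h at 37 °C with compounds at up to 57 uM. SteadyGlo luminescence gave expression; GF-AFC fluorescence gave viability.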
SW480 rereplic = induces DNA re-replication in SW480 colon adenocarcinoma cells; SW480 DNA re-replication, Hoechst DNA content imaging, 48 h; Potency, µM (series often up to 46.1 µM), for the others: at the top dose re-replication activation, actives largely listed as activators; hit rate 1.8% among 340,000; AID 624297; note: potency is the fitted concentration of half-maximal effect; % of control where 0% means no effect; nearly all actives have a fitted effect of over 55% in size
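Cells (250 per well) received 23 nL compound or DMSO by pin tool and were kept 48 hr at 37 C, 5% CO2. Nuclei were then stained with Hoechst for 40 min and scanned for DNA content.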
ATXN viability = reduces viability in counter-screen for ATXN expression inhibitors | S2 cells (HEK-293 line with an ATXN2-luciferase reporter) viability, CellTiter-Fluor protease fluorescence, 24 h | Potency, µM (doses to about 56.7 µM), usual class: cytotoxic | hit rate 0.49% among 400,000 | AID 651635; note: potency is the fitted concentration of half-maximal effect; nearly all actives have a fitted effect of over 40% in size
IL-1B inflam inh = inhibitors of inflammasome signaling (IL-1 beta secretion); THP-1 LPS/ATP IL-1B secretion, AlphaLISA, 16 h; active compounds read low; activity change, % at 57.5 µM; hit rate 4.7% among 360,000; AID 743279; in the data active = activity change below about -50%; inconclusive = mostly about -30% to -49%; note: % is set by controls: 0 for no effect and ±100 for the full control effect
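Secreted IL-1B measured by AlphaLISA bead assay after 16 h compound exposure of THP-1 cells; compounds (final up to 57.5 uM) added 1 h before LPS (250 ng/mL) and ATP (1.25 mM) stimulation; lower signal means less secretion.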
KB-3-1 tox = KB-3-1 parental cell cytotoxicity. KB-3-1 viability, CellTiter-Glo ATP luminescence, 72 h. Potency, µM (series often up to 46.1 µM), inactives show at the top dose activity change, negative = cytotoxic, actives largely listed as cytotoxic. hit rate 1.4% among 400,000; note: potency is the fitted concentration of half-maximal effect; % is set by controls: 0 for no effect and ±100 for the full control effect; nearly all actives have a fitted effect of over 60% in size
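KB-3-1 parental drug-naive adenocarcinoma cells in DMEM/10% FBS, incubated 72 h at 37 C with pin-transferred compounds across a concentration series. Viability by CellTiter-Glo luminescence; concentration-response curves fitted after normalization.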
HT1080 IDH1KD tx = HT-1080 IDH1 knockdown cell toxicity (counter line); hit rate 2% among 360,000; HT-1080 IDH1 knockdown viability, ATP luminescence, 48 h; Potency, µM (doses to about 46.1 µM), inactives show top-dose activity, negative = toxicity, most hits filed as cytotoxic;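 note: potency is the fitted concentration of half-maximal effect; 0% = DMSO wells and -100% = cell-free medium wells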
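In this qHTS, HT-1080 cells depleted of IDH1 are exposed for 48 h at 37 °C to compound titrations. Toxicity is scored from CellTiter-Glo luminescence, with DMSO as full viability and medium alone as none.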
MCF10A rerep = DNA re-replication induction in MCF 10a cells; Potency, µM (doses to about 46.1 µM), for the others: top-dose activity, positive = re-replication, actives largely listed as activators; hit rate 2.9% among 350,000; MCF 10A DNA re-replication, Hoechst nuclear intensity, 48 h; note: potency is the fitted concentration of half-maximal effect; % of control where 0% means no effect; nearly all actives have a fitted effect of over 50% in size
HepG2 tox = HepG2 cytotoxicity, counter-screen for TGF-b inhibitors; HepG2 CAGA-GFP viability, ATP luminescence, 18 h; Potency, µM (top dose mostly 46.1 µM), without a hit: top-dose activity change, negative = cytotoxicity, most hits filed as cytotoxic; hit rate 0.76% among 410,000; AID 588856; note: potency is the fitted concentration of half-maximal effect; some results filed as inactive show a strong effect at the top dose
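HepG2 CAGA-GFP cells (1000/well, DMEM with 1% FBS) received compound, then TGF-beta at 500 pg/mL final, and were incubated 18 hours at 37 degrees C. Viability was read by CellTiter-Glo luminescence. Media-only wells were set as complete cell-killing and DMSO as no toxicity.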
HT1080-NT tox = kills 2HG-producing HT-1080-NT fibrosarcoma cells. hit rate 1.6% among 360,000. Potency, µM (series often up to 46.1 µM), without a hit: at the highest dose activity, negative = less viability, hits mostly cytotoxic. HT-1080-NT fibrosarcoma viability, CellTiter-Glo ATP luminescence, 48 h. AID 686970;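 note: NT is the 2HG producing partner of a matched IDH1 knockdown line; potency is the fitted concentration of half-maximal effect; 0% = DMSO-treated cells and -100% = media-only wells without cells; nearly all actives have a fitted effect of over 55% in size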
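HT-1080-NT fibrosarcoma cells (2HG-overproducing), 750 cells/well in RPMI with 5% FBS, dosed after 2 h and incubated 48 h at 37C. CellTiter-Glo luminescence normalized to DMSO and no-cell wells; concentration-response curves fitted and classed.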
The depositor's hits bear a star; [ ] = another dose, or the depositor's remark. Unless noted, calls come from the whole dose curve; as a rule, active = well fitted curve in the direction sought with a large enough effect; inconclusive = small, poorly fitted or top-dose-only effect, or another doubt; inactive = no such curve, though single readings can be large; an effect the other way counts as inactive or inconclusive.

Screening CCN(C[C@H]1N[C@@](Cc2ccccc2)(C(=O)OC)[C@H]2C(=O)N(Cc3ccccc3)C(=O)[C@@H]12)S(=O)(=O)c1ccc(C(C)(C)C)cc1 returned ATXN2 expr inh 11.1%, SW480 rereplic inconclusive, ATXN viability inconclusive, IL-1B inflam inh 0.1, KB-3-1 tox 0.0%, HT1080 IDH1KD tx 6.1%, MCF10A rerep 9.5%, HepG2 tox -27.8% and HT1080-NT tox 11.5%.
`CCCNC(=O)C(CC)NS(=O)(=O)c1ccc(OC)cc1` (configuration not stated) gave ATXN2 expr inh 0.0%, SW480 rereplic -4.3%, ATXN viability inactive, IL-1B inflam inh 17.2, KB-3-1 tox 0.8%, HT1080 IDH1KD tx 12.3%, MCF10A rerep -7.1%, HepG2 tox 11.5% and HT1080-NT tox 3.3%.
`CC1CN(Cc2cc(=O)oc3cc(O)c(Cl)cc23)CC(C)O1` (configuration not stated) gave SW480 rereplic 0.5%, IL-1B inflam inh 5.0, KB-3-1 tox 1.6%, HT1080 IDH1KD tx 4.2%, MCF10A rerep 0.3%, HepG2 tox -6.5% and HT1080-NT tox 0.8%.
`Cc1cccc(Cn2cc(C(=O)c3ccccc3)c(=O)c3cc4c(cc32)OCO4)c1` gave ATXN2 expr inh -20.4%, ATXN viability inconclusive, KB-3-1 tox 1.8% and HepG2 tox -0.2%.
Screening Clc1ccc(CN=C2Nc3ccccc3CS2)cc1 returned ATXN2 expr inh 32.7%[activator], SW480 rereplic 11.2%, ATXN viability inactive, IL-1B inflam inh -17.5, KB-3-1 tox -10.6%, HT1080 IDH1KD tx 6.6%, MCF10A rerep inconclusive, HepG2 tox -15.3% and HT1080-NT tox -0.2%.
CC(Nc1cc(N2CCNCC2)ccc1[N+](=O)[O-])c1ccccc1 (configuration not stated) was read as ATXN2 expr inh -31.4%, SW480 rereplic 9.4%, ATXN viability inconclusive, IL-1B inflam inh inconclusive, KB-3-1 tox 2.8%, HT1080 IDH1KD tx -22.7%, MCF10A rerep 5.4%, HepG2 tox -39.1% and HT1080-NT tox -8.6%.
`CCN(Cc1ccccc1)S(=O)(=O)c1cc2c3c(c1)CCN3C(=O)CC2` gave ATXN2 expr inh 3.0%, SW480 rereplic 1.8%, ATXN viability inactive, IL-1B inflam inh 12.8, KB-3-1 tox -3.3%, HT1080 IDH1KD tx -10.9%, MCF10A rerep 3.8%, HepG2 tox 0.0% and HT1080-NT tox -4.5%.
`CCOC(=O)c1c(C)oc2c1c(C=NCCO)c(O)c1ccccc12` gave ATXN2 expr inh -7.5%, SW480 rereplic 10.8%, IL-1B inflam inh -111.5*, KB-3-1 tox -0.4%, HT1080 IDH1KD tx 23.1µM*, MCF10A rerep inconclusive, HepG2 tox -35.3% and HT1080-NT tox inconclusive.
Nc1ccc(C(=O)N2CCN(S(=O)(=O)c3ccc4c(c3)OCCO4)CC2)cc1[N+](=O)[O-] was read as ATXN2 expr inh -17.7%, SW480 rereplic -0.3%, ATXN viability inactive, IL-1B inflam inh -27.7, KB-3-1 tox -21.8%, HT1080 IDH1KD tx -1.3%, MCF10A rerep 12.1%, HepG2 tox -1.9% and HT1080-NT tox 0.3%.
CCOc1ccccc1NC(=O)COC(=O)c1cc(C)oc1C was read as ATXN2 expr inh -10.2%, SW480 rereplic -3.2%, ATXN viability inconclusive, IL-1B inflam inh 8.8, KB-3-1 tox inconclusive, HT1080 IDH1KD tx -9.2%, MCF10A rerep -1.4%, HepG2 tox -4.3% and HT1080-NT tox -3.8%.

The last 2 compounds of the section above open the next one.
Nc1ccc(C(=O)N2CCN(S(=O)(=O)c3ccc4c(c3)OCCO4)CC2)cc1[N+](=O)[O-] was read as ATXN2 expr inh -17.7%, SW480 rereplic -0.3%, ATXN viability inactive, IL-1B inflam inh -27.7, KB-3-1 tox -21.8%, HT1080 IDH1KD tx -1.3%, MCF10A rerep 12.1%, HepG2 tox -1.9% and HT1080-NT tox 0.3%.
CCOc1ccccc1NC(=O)COC(=O)c1cc(C)oc1C was read as ATXN2 expr inh -10.2%, SW480 rereplic -3.2%, ATXN viability inconclusive, IL-1B inflam inh 8.8, KB-3-1 tox inconclusive, HT1080 IDH1KD tx -9.2%, MCF10A rerep -1.4%, HepG2 tox -4.3% and HT1080-NT tox -3.8%.
CC(=O)N(C1=C(N2CCOCC2)C(=O)c2ccccc2C1=O)c1ccc(C(=O)O)cc1 was read as SW480 rereplic 4.11µM*, ATXN viability inconclusive, IL-1B inflam inh 18.3, KB-3-1 tox -28.3%, HT1080 IDH1KD tx -4.3%, MCF10A rerep inconclusive, HepG2 tox -20.2% and HT1080-NT tox -11.9%.
CCCCNC(=O)CSc1nc2ccc(Nc3nc(N4CCOCC4)nc(N4CCOCC4)n3)cc2s1 was read as SW480 rereplic 6.1%, ATXN viability inconclusive, IL-1B inflam inh -17.0, KB-3-1 tox -2.7%, HT1080 IDH1KD tx -27.6%, MCF10A rerep inconclusive, HepG2 tox -43.7% and HT1080-NT tox -14.1%.
COc1ccc(C2CC(c3ccccc3)=NN2c2ccc(S(N)(=O)=O)cc2)cc1OC (configuration not stated) was read as ATXN2 expr inh -38.4%, SW480 rereplic 23.1µM*, ATXN viability inactive, IL-1B inflam inh -29.7, KB-3-1 tox 0.0%, HT1080 IDH1KD tx inconclusive, MCF10A rerep 16.4µM*, HepG2 tox -6.9% and HT1080-NT tox inconclusive.
Cc1cc(C)c2nc3sc(C(=O)N4CCOCC4)c(N)c3cc2c1 was read as SW480 rereplic inconclusive, ATXN viability inconclusive, IL-1B inflam inh 61.4, KB-3-1 tox 0.259µM*, HT1080 IDH1KD tx 0.0517µM*, MCF10A rerep inconclusive, HepG2 tox -3.7% and HT1080-NT tox 0.206µM*.
For CC(O)(c1ccccc1)c1nc(-c2cccc(C(=O)O)c2)cs1 (configuration not stated) the results were ATXN2 expr inh 50.7%[activator], ATXN viability inactive, IL-1B inflam inh 28.8, KB-3-1 tox 0.0%, HT1080 IDH1KD tx inconclusive, HepG2 tox -11.8% and HT1080-NT tox 20.5%.
For CCOC(=O)CSc1nc2ccccc2n1C(=O)OCC the results were ATXN2 expr inh -6.9%, SW480 rereplic -3.0%, ATXN viability inactive, IL-1B inflam inh 11.7, KB-3-1 tox 4.5%, HT1080 IDH1KD tx 2.8%, MCF10A rerep 0.0%, HepG2 tox -0.4% and HT1080-NT tox 2.8%.
`Cc1c(Cl)cccc1NC(=O)CC1SCCNC1=O` (configuration not stated) gave ATXN2 expr inh 20.2%, SW480 rereplic -0.3%, ATXN viability inactive, IL-1B inflam inh -15.1, KB-3-1 tox 1.2%, HT1080 IDH1KD tx -2.1%, MCF10A rerep 2.7%, HepG2 tox -16.9% and HT1080-NT tox 0.1%.
Screening O=C(CC[C@H]1O[C@@H](n2cnc3c(NC(=O)c4ccccc4)ncnc32)[C@H](O)[C@@H]1O)NCc1cccc2ccccc12 returned ATXN2 expr inh 7.5%, ATXN viability inactive, IL-1B inflam inh 0.0, KB-3-1 tox 0.1%, HT1080 IDH1KD tx 17.4%, HepG2 tox 10.3% and HT1080-NT tox 16.1%.
Screening C=CCN(C(=O)CNC(=O)c1ccco1)C(C(=O)NC1CCCCC1)c1ccc(OC)cc1OC (configuration not stated) returned ATXN2 expr inh -1.0%, SW480 rereplic -9.0%, ATXN viability inactive, IL-1B inflam inh 1.5, KB-3-1 tox 3.5%, HT1080 IDH1KD tx 2.6%, MCF10A rerep 1.4%, HepG2 tox -54.3% and HT1080-NT tox 10.5%.
CCOc1ccc(C(=O)N/N=C/c2cc([N+](=O)[O-])cs2)cc1 was read as ATXN2 expr inh -23.7%, SW480 rereplic 3.7%, ATXN viability inactive, IL-1B inflam inh -28.6, KB-3-1 tox 1.3%, HT1080 IDH1KD tx -2.1%, MCF10A rerep 5.4%, HepG2 tox 37.3% and HT1080-NT tox -4.2%.
Cc1csc(NC(=O)CCNS(=O)(=O)c2ccc3c(c2)c(=O)n(C)c(=O)n3C)n1 was read as ATXN2 expr inh -10.7%, SW480 rereplic -6.4%, ATXN viability inactive, IL-1B inflam inh -0.4, KB-3-1 tox -2.7%, HT1080 IDH1KD tx -1.3%, MCF10A rerep -4.4%, HepG2 tox 2.3% and HT1080-NT tox -0.1%.
`COC(=O)[C@]1(Cc2ccccc2)N[C@H](CN(C)C(=O)Nc2ccccc2)[C@@H]2C(=O)N(C)C(=O)[C@@H]21` gave ATXN2 expr inh -3.9%, SW480 rereplic 3.6%, ATXN viability inactive, IL-1B inflam inh 24.5, KB-3-1 tox 0.0%, HT1080 IDH1KD tx 5.4%, MCF10A rerep 3.5%, HepG2 tox 5.6% and HT1080-NT tox -1.5%.
`Cc1cc(C)cc(C(O)c2ncc(-c3ccccc3F)[nH]2)c1` (configuration not stated) gave ATXN2 expr inh 4.6%, ATXN viability inactive, IL-1B inflam inh -18.5, KB-3-1 tox -0.1%, HT1080 IDH1KD tx 5.3%, HepG2 tox -4.0% and HT1080-NT tox -11.0%.
`CS(=O)(=O)N1CCc2cc(S(=O)(=O)N3CCCCC3)ccc21` gave ATXN2 expr inh 9.9%, SW480 rereplic -6.5%, ATXN viability inactive, IL-1B inflam inh -25.1, KB-3-1 tox -0.5%, HT1080 IDH1KD tx -9.3%, MCF10A rerep -15.9%, HepG2 tox -17.8% and HT1080-NT tox -13.2%.
CC(C)CCN1CCN(CCCn2cccn2)CC1CCO (configuration not stated) was read as ATXN2 expr inh -10.1%, SW480 rereplic -15.1%, ATXN viability inactive, IL-1B inflam inh -1.4, KB-3-1 tox 6.6%, HT1080 IDH1KD tx 3.7%, MCF10A rerep -3.7%, HepG2 tox -2.9% and HT1080-NT tox 1.0%.
